Assay outcomes: PubChem BioAssay, National Center for Advancing Translational Sciences (NCATS)
HCV inh – qHTS Assay for Inhibitors of Hepatitis C Virus (HCV); Potency, µM (doses to about 41.8 µM), for inactives: at the highest dose activity change, negative = inhibition, hits mostly inhibitors; 340,000 compounds, 3.4% hits; Huh7.5.1 HCVcc-Cre infection, luciferase reporter, 44 h; AID 651820, 2012; active = well fitted inhibition curve with a large enough effect; inconclusive = small, poorly fitted or top-dose-only effect, or another doubt; inactive = no such curve, though single readings can be large or run the other way
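Whole-lifecycle infectious HCVcc-Cre system; cells 1,000/well, compound then virus (~0.5 moi) added 4 h after plating, 44 h culture. Luciferase read 15 sec following 15 min substrate incubation, room temp.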
Active calls of the source: *; ? = inconclusive; [ ] = dose if it differs, or a comment. % is scaled to controls: 0 for no effect and ±100 for the full control effect; potency is read from the fitted curve at half-maximal effect.

nr	mol	HCV inh
1	CC(C)NC(=O)N(C)C[C@H]1Oc2c(NC(=O)C3CCCCC3)cccc2C(=O)N([C@H](C)CO)C[C@@H]1C	13.7%
2	CC(/C=N/NC(=O)c1nnn(-c2nonc2N)c1CN1CCCCC1)c1ccccc1 (centres undefined)	-28.4%
3	CCN(C(=O)CSc1nc2ccccc2c(=O)n1-c1ccccc1F)C1CCS(=O)(=O)C1 (centres undefined)	2.5%
4	CN(CCc1ccccc1)C(=O)c1cccc(NC(=O)Cc2cccc([N+](=O)[O-])c2)c1	?
5	Cc1cc(NS(=O)(=O)c2ccc(NC(=O)c3ccc([N+](=O)[O-])s3)cc2)nc(C)n1	?
6	COc1ccc(OC)c2sc(NC(=O)C3COc4ccccc4O3)nc12 (centres undefined)	?
7	Cc1ccc(C)c(NC(=O)CN(C)C(=O)c2cccc(Oc3ccccc3)c2)c1	?
8	c1nc(SSc2ncnc3nc[nH]c23)c2[nH]cnc2n1	-3.4%
9	Cc1nc(SCC(=O)N2CCN(c3ccccn3)CC2)c(C#N)c(C)c1C	?
10	CCN(C(=O)COC(=O)CCOc1ccc(C(C)(C)C)cc1)c1c(N)n(Cc2ccccc2)c(=O)[nH]c1=O	-8.4%
11	Nc1nc(-c2cccnc2)nn1C(=O)CCc1ccccc1	13.1%
12	CN(C)c1ccc(/C=C2/C[N+](C)(C)C/C(=C/c3ccc(N(C)C)cc3)C2=O)cc1	-20.8%
13	CCOC(=O)c1ccc(NC(=O)c2c(N)n(Cc3ccccc3)c(=O)[nH]c2=O)cc1	14.0%
14	O=C(NCC(F)(F)F)c1ccc(S(=O)(=O)Nc2ccccc2N2CCCC2)cc1	-10.1%
15	CC1CCCC(NC(=O)COC(=O)CCC(=O)c2ccc(F)cc2)C1C (centres undefined)	2.9%
16	CCN1CCC(n2nccc2NC(=O)c2ccccc2Cl)CC1	7.7%
17	CC(=O)CC(=O)NC1CCc2ccccc21 (centres undefined)	23.5%
18	O=C(Nc1ccccc1)c1ccccc1NC(=O)c1ccccc1[N+](=O)[O-]	-6.9%
19	CC[C@H]1C(Nc2ccccc2)C[C@@H]2CCN3C(=O)CC[C@H]1[C@H]23 (some centres undefined)	29.6%
20	Cc1nc2ccccc2c2c(N)cccc12	1.3%
21	CC(C(=O)Nc1ccc(C#N)cc1)N(C)CC(=O)N(C)c1c(N)n(Cc2ccccc2)c(=O)[nH]c1=O (centres undefined)	1.8%
22	CC(C)CC1NC(=O)c2ccc(Cl)cc2-n2c1nc1ccc(Cl)cc1c2=O (centres undefined)	-23.4%
23	Cc1ccc(NC(=O)N(O)C2CCCCC2C#N)cc1 (centres undefined)	30.5%[activator]
24	O=C1N[C@H](Cc2ccccc2)COC(=O)[C@H](Cc2ccc(F)cc2)CC/C=C/C[C@H]1CC(=O)N(CCO)Cc1ccccc1	?
25	Cc1noc(C)c1NC(=O)N(C)C[C@H]1Oc2ccc(NC(=O)CCN3CCOCC3)cc2C(=O)N([C@H](C)CO)C[C@@H]1C	-23.2%
26	O=C1CCCN1C(=O)CSc1nnnn1-c1cccc(F)c1	-3.7%
27	CN(C)C(CNS(=O)(=O)c1cc([N+](=O)[O-])ccc1Cl)c1ccco1 (centres undefined)	-8.2%
28	COC(C(=O)Nc1ccc(F)c(F)c1)c1ccccc1 (centres undefined)	-8.0%
29	C=CCC[C@H](Cc1ccc(F)cc1)C(=O)OC[C@@H](C)NC(=O)[C@H](CC=C)CC(=O)N(CCO)Cc1ccccc1	-25.9%
30	Cc1cccc(OCCC(=O)NNC(=O)Cn2nc(C)cc2C)c1	6.9%
31	O=C(c1cc(COc2ccc(-n3cncn3)cc2)on1)N1CCCC1	-16.6%
32	COC(=O)NNC(=O)C(c1ccccc1)c1ccccc1	14.8%
33	COc1cc(C(=O)N2CCN(c3cccc(C(F)(F)F)c3)CC2)ccc1OCC(=O)N1CCOCC1	-14.2%
34	CC1(C(=O)N/N=C/c2c(F)c(F)c(F)c(F)c2F)CC1(Cl)Cl (centres undefined)	11.2µM*
35	Cc1ccc(C(=O)/C=C/Nc2ccccn2)cc1	?
36	O[C@@H]1Cc2ccccc2O[C@H]1c1ccccc1	10.2%
37	Cc1ccccc1-c1cccc([C@@H]2C[C@H]3[C@H](CON3C)CN2Cc2cc(Cl)cc(Cl)c2)c1	9.9%[8.37 µM]
38	CN(CCc1ccccc1)C(=O)c1cccc(NC(=O)Cc2cccc(NC(=O)C3CCCN(C(=O)C4CCC4)C3)c2)c1 (centres undefined)	10µM*
39	CCCC[C@@H]1C=C(C(=O)O)[C@H](c2ccc(CC)cc2)N1S(=O)(=O)c1ccc(C)cc1	0.562µM*
40	Cc1ccc(S(=O)(=O)NCCCNC(=O)OCc2ccccc2)cc1	-21.7%
41	Nc1cccc2cc(S(=O)(=O)O)ccc12	-0.1%
42	CSc1ccccc1NC(=O)COC(=O)/C=C/c1ccco1	?
43	O=c1[nH]c2nc(Br)[nH]c(=O)c2[nH]1	5.4%
44	O=C(COC(=O)CN1CCSC1=O)Nc1ccc(F)cc1Cl	18.0%
45	COc1ccc2c(c1)[C@H]1[C@H](CO2)[C@H](c2ccccc2)[C@]2(C)C(=O)Nc3ccc(C)cc3C(=O)N12	11.2µM*
46	Fc1ccc2cnc(-c3cccnc3)cc2c1	?
47	Cc1cn([C@H]2C[C@H](O)[C@@H](CCC(=O)NCCc3cnc[nH]3)O2)c(=O)[nH]c1=O	8.4%
48	COc1ccccc1CC(=O)Nc1ccc2c(c1)OC1(CCCC1)O2	12.6µM*
49	Cc1c(NS(=O)(=O)c2cccc(C(=O)NCc3ccco3)c2)c(=O)n(-c2ccccc2)n1C	?
50	COc1ccc(CCNC(=O)CNS(=O)(=O)c2ccc(Br)cc2)cc1	?
51	O=C1OCCN1c1c(-c2ccccc2)c(N2CCOCC2)nc2ccccc12	-19.9%
52	C=CC[C@@H](CC(=O)N(CCO)Cc1ccccc1)C(=O)NCCOC(=O)[C@@H](CC=C)Cc1ccc(F)cc1	?
53	COc1ccccc1OCCNC(=O)CCNS(=O)(=O)c1ccc(C)cc1	-26.6%
54	CC1=CC(=O)Nc2ccccc2S1	37.3%[activator]
55	COc1ccc(CC(=O)OCC(=O)NC2CCCCC2)cc1OC	4.1%
56	O=C(COC(=O)c1ccc(F)cc1F)NCc1ccc2c(c1)OCO2	3.0%
57	CN(C(=O)COC(=O)C1CCN(S(=O)(=O)c2ccc(Cl)cc2)CC1)C1CCS(=O)(=O)C1 (centres undefined)	10.7%
58	COc1ccc(Cl)cc1NC(=O)CN(C)C(=O)c1cccc(S(=O)(=O)N2CCN(C)CC2)c1	-11.4%
59	C[C@H](CO)N1C[C@H](C)[C@@H](CN(C)S(=O)(=O)c2cccs2)Oc2c(NS(=O)(=O)c3ccccc3)cccc2C1=O	16.3%
60	CCN(C[C@H]1N[C@@](CC)(C(=O)OC)[C@H]2C(=O)N(Cc3ccccc3)C(=O)[C@@H]12)S(=O)(=O)c1ccc(C(C)(C)C)cc1	-93.8%

Exported field by field: entries from further up.
43: O=c1[nH]c2nc(Br)[nH]c(=O)c2[nH]1
  HCV inh: 5.4%
44: O=C(COC(=O)CN1CCSC1=O)Nc1ccc(F)cc1Cl
  HCV inh: 18.0%
45: COc1ccc2c(c1)[C@H]1[C@H](CO2)[C@H](c2ccccc2)[C@]2(C)C(=O)Nc3ccc(C)cc3C(=O)N12
  HCV inh: 11.2µM*
46: Fc1ccc2cnc(-c3cccnc3)cc2c1
  HCV inh: ?

(continued)
nr	mol	HCV inh
61	[C-]#[N+][C@H](O[C@@H]1O[C@H](CO)[C@@H](O)[C@H](O)[C@H]1O)c1ccccc1	10.4%
62	Cc1cccc(NC(=O)COC(=O)[C@@H]2CCCN2C(=O)c2cccs2)c1	-13.1%
63	O=C(CSc1nnc(-c2ccncc2)o1)Nc1cccc(Cl)c1	13.3%
64	Nc1ccccc1C#Cc1ccc([N+](=O)[O-])cc1	?
65	CCOC(=O)N(O)c1ccc(C=Cc2ccccc2)cc1	3.98µM*
66	CCCCN1CC(COCc2ccccc2)Oc2cccc(Oc3ccc(OC)cc3)c2S1(=O)=O (centres undefined)	?
67	COc1cc2nc(CN3CC=C(c4ccccc4)CC3)[nH]c(=O)c2cc1OC	3.55µM*
68	COc1cc2c(cc1OC)C(O)C(O)(CO)C(C(=O)O)C2c1cc(OC)c(OC)c(OC)c1 (centres undefined)	11.6%
69	COc1ccc(S(=O)(=O)N2CCOCC2)cc1NC(=O)COC(=O)Cc1ccccc1	0.9%
70	O=C1NC(=O)C(c2ccccc2)N1 (centres undefined)	4.2%
71	CC(C)N(C(=O)[C@H]1CC(CC(=O)NCCCN(C)C)C(=O)N2CCc3c([nH]c4ccccc34)[C@]12C)C(C)C (some centres undefined)	-12.8%
72	C[C@@H]1CN([C@@H](C)CO)C(=O)c2cc(NS(C)(=O)=O)ccc2O[C@@H]1CN(C)Cc1ccc(C(F)(F)F)cc1	27.2%[8.37 µM]
73	COc1cc(OC)c(OC)cc1/C=C/C(=O)OCC(=O)Nc1c(C)n(C)n(-c2ccccc2)c1=O	-16.4%
74	CC(C)Cc1ccc(C(C)C(N)=Nc2ccc(O)cc2)cc1 (centres undefined)	?
75	Cc1ccc(S(=O)(=O)NCCC(=O)NC2CCCCCC2)cc1C	2.6%
76	N#CC1c2ccccc2-n2nncc2CN1S(=O)(=O)c1ccc(Cl)cc1 (centres undefined)	?
77	Nc1nc(=O)n(C2CC(O)C(CO)O2)cc1F (centres undefined)	-9.3%
78	CN1CCN(CCCNc2nc3ccccc3c3nc(-c4ccccc4)nn23)CC1	?
79	COc1cnn(-c2cccc(C(F)(F)F)c2)c(=O)c1Cl	9.7%
80	Cc1cccc(C(=O)OCC(=O)N2CC(C)CC(C)C2)c1C (centres undefined)	-7.3%
81	CC[C@@H](C)[C@@H]1CN([C@@H](C)CN2CCC[C@H]2CN2C(N)=NC[C@H]2CC(C)C)C(=N)N1CCCC1CCCC1	1.1%
82	COc1cccc(CN(C)C(=O)c2cccc(S(=O)(=O)Nc3cccc(C)c3)c2)c1OC	?
83	CS(=O)(=O)N(CC(=O)N1CCN(c2ccccc2)CC1)c1ccccc1Cl	14.9%
84	Cc1c(NS(=O)(=O)c2cccc(C(=O)NCc3cccc(Cl)c3)c2)c(=O)n(-c2ccccc2)n1C	17.6%
85	CCCCNCCS(=O)(=O)NCc1ccc(OC)cc1	-15.0%
86	C[C@H](CO)N1C[C@H](C)[C@H](CN(C)S(=O)(=O)c2cn(C)cn2)Oc2ccc(NC(=O)Nc3ccc(C(F)(F)F)cc3)cc2CC1=O	-12.6%
87	CCOC(=O)N1CCN(S(=O)(=O)c2ccc3c(c2)NC(=O)CO3)CC1	4.9%
88	O=C(Nc1ccccc1Cl)O/N=C/c1ccc(F)cc1	7.5%
89	NCC(=O)NCC(=O)NC[C@H]1O[C@@H](n2cnc3c(N)ncnc32)[C@H](O)[C@@H]1O	25.5%
90	COc1cccc(C=NNc2ccc([N+](=O)[O-])cn2)c1OC	4.7%
91	CCCCCCCCCCCCCCCC[N+](C)(C)Cc1ccc(F)cc1	15.2%
92	COc1cc(OC)c(C(=O)NNC(=O)c2ccccc2-n2cccc2)cc1OC	-22.0%
93	COCCN1C(=O)C(C(=O)OC)CC2=C1CC(C)(C)CC2=O (centres undefined)	5.6%
94	COc1ccc(Cl)cc1C=CC=Nc1ccc(S(N)(=O)=O)cc1	?
95	C[C@]12CCC3C(CC[C@H]4C[C@@H](O)CC[C@]34C)C1C/C(=N/O)[C@@H]2O (some centres undefined)	13.4%
96	Nc1cc(S(=O)(=O)Nc2ccccc2Cl)ccc1N1CCCCC1	6.31µM*
97	CC1CCCC(NC(=O)COC(=O)COc2cccc(F)c2)C1C (centres undefined)	2.8%
98	CCNC(=O)N(CC)C[C@H]1N[C@@](CC)(C(=O)OC)[C@H]2C(=O)N(Cc3ccccc3)C(=O)[C@@H]12	23.0%[8.37 µM]
99	COc1cccc(/C=N/n2nnnc2N)c1OCC#N	-16.3%
100	COc1ccc(NP2(=O)NCCCN2)cc1	-1.7%
101	CNc1snc(C)c1C(=O)OCC(=O)NCc1ccccc1OC	8.7%
102	CCOC(=O)C[C@H]1c2ccc(C(F)(F)F)cc2S(=O)(=O)N1Cc1ccccc1	0.4%
103	Cc1ccc(S(=O)(=O)NCCNS(=O)(=O)c2ccccc2Br)cc1	-8.6%
104	CC(C)(C)[C@@H]1COC(=O)[C@H](Cc2ccc(F)cc2)C/C=C\C[C@H](CC(=O)N(CCO)Cc2ccccc2)C(=O)N1	-23.3%
105	COc1ccc(NC(=O)C2CC3C=CC2C3)c([N+](=O)[O-])c1 (centres undefined)	22.9%
106	COc1cc2c(cc1CNC[C@H]1O[C@@H](n3cnc(C(N)=O)n3)[C@H](O)[C@@H]1O)OCO2	8.0%
107	COc1ccc(N2N=NN(C(C)C)C2=C(Cl)c2nnnn2-c2ccc(OC)cc2)cc1	?
108	CC1CCCC(NC(=O)COC(=O)c2ccc([N+](=O)[O-])o2)C1C (centres undefined)	5.1%
109	O=C1NC[C@H](Cc2ccccc2)N(CC2CCN(CCCCc3ccccc3)CC2)C1=O	8.8%
110	C/C(CC(=O)Nc1ccccc1C(F)(F)F)=N\NC(=O)c1cnccn1	-9.6%
111	CC1CCCC(C)N1CCOc1cc(N)ccc1C#N (centres undefined)	8.4%
112	Cc1ccc(CNC(=O)Cn2cnc(C(=O)Nc3ccc(C)c(C)c3)n2)o1	-3.8%
113	COc1ccc(C(=O)OCC(=O)c2ccc(F)cc2)cc1OC	-16.8%

Not all compounds are listed (hit frequency here may not be typical).
